ABCB1 inh: human ABCB1 inhibition, ABCG2 as counter-screen. P08183. CCRF-Adr cells, JC-1 efflux, flow cytometry. inhibition, % at 6.6 µM. 0.067% of 190,000 active; in the data active = inhibition above about 40%;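 note: 0% = vehicle and 100% = reference inhibitor; higher value means more JC-1 retained so stronger ABCB1 efflux block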
Pf gametocyte: P. falciparum stage V gametocyte viability inhibition. inhibition, % at 10.9 µM. P. falciparum stage V gametocytes, ATP luminescence, 24 h. 0.065% of 150,000 active. AID 743093;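 active = inhibition above the mean plus 3 SD of compounds within the control limits, set per campaign, cut at about 38% in these data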;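 note: 0% = DMSO wells and 100% = medium only without gametocytes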
Avidin fluor: compound fluoresces at 488/530 nm on avidin beads. compound fluorescence 488/530 nm, flow cytometry; stronger effect = higher value. fluorescence (KMESF) at 10 µM. 0.38% of 220,000 active; in the data active = fluorescence above about 47; note: inactives centre near 10
Mcl-1 Bim block: disrupts Bim peptide binding to human Mcl-1; Bead-based flow cytometry, Bim peptide-Mcl-1 binding; inhibition, % at 10 µM; 0.1% of 190,000 active; AID 1009; in the data active = inhibition above about 40%;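 note: 0% = no compound tracer wells and 100% = peptide blocker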
Target sequence (Q07820 whole entry, looked up): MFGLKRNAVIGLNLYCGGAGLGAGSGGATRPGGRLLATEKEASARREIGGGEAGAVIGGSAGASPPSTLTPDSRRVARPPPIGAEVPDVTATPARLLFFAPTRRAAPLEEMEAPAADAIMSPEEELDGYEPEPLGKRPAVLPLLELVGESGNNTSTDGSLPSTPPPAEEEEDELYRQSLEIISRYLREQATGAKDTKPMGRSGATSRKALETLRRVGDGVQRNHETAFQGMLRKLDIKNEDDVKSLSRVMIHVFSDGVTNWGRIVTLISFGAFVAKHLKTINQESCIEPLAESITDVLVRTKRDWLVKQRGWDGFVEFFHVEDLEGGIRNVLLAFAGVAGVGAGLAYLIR
Mcl1 Bid PPI: Mcl-1/Bid interaction inhibition | TR-FRET Mcl-1/Bid-Dy647 peptide binding, 1536-well | 0.97% of 220,000 active | inhibition, % at 21.7 µM | Q07820;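 active = compounds that cut the binding signal by more than half at the single screening dose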;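 note: His-tagged Mcl-1 with europium anti-His antibody binding Bid BH3 peptide; 0% = Mcl-1 plus peptide wells and 100% = peptide-only wells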
RGS4-Gao reg: modulates binding of RGS4 to human Galphao | 0.33% of 220,000 active | binding response (% of control), % at 10 µM | P09471 | Multiplexed bead flow cytometry; actives lie on both sides; in the data active = binding response below about 49% or above about 150%; inactive = in between;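 note: fluorescent Galphao activated with aluminum fluoride binding bead-coupled RGS4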
RGS7-Gao reg: human RGS7-Galphao interaction regulation; AID 1439; binding response (% of control), % at 10 µM; Multiplexed bead flow cytometry, RGS7-Galphao binding; actives lie on both sides; P09471; 0.35% of 220,000 active; in the data active = binding response below about 49% or above about 150%; inconclusive = no clear call, values can overlap the other calls; inactive = in between;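 note: fluorescent Galphao held in activated GDP-AlF4 state binding bead-coupled RGS7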
RGS8-Gao: regulators of human RGS8-Galphao interaction; P09471; multiplexed bead flow cytometry, RGS8-Galphao binding; actives lie on both sides; response (percent of control binding), % at 10 µM; 0.34% of 220,000 active; in the data active = response below about 60% or above about 140%; inactive = in between;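 note: Galphao activated as the GDP aluminium fluoride complex binding bead-coupled RGS8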
Mcl1 Noxa PPI: disrupts binding of human Mcl-1 to Noxa peptide | Q07820 | TR-FRET Mcl-1/Noxa peptide binding, 2 h | inhibition, % at 21.7 µM | 1.5% of 220,000 active;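 active = compounds that cut the protein-peptide binding signal by more than 50% relative to plate controls in a single-dose test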;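 note: His-tagged Mcl-1 with rhodamine Noxa BH3 peptide and terbium anti-His antibody; 0% = Mcl-1 plus Noxa peptide wells and 100% = peptide-only wells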
ABCG2 block: human ABCG2 inhibition, ABCB1 as counter-screen; Q9UNQ0; IgMXP3 cells, JC-1 efflux, flow cytometry; inhibition, % at 6.6 µM; 0.1% of 190,000 active;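 active = inhibition above 80%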;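 note: 0% = DMSO and 100% = nicardipine control wells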
Target sequence (Q9UNQ0 whole entry, looked up): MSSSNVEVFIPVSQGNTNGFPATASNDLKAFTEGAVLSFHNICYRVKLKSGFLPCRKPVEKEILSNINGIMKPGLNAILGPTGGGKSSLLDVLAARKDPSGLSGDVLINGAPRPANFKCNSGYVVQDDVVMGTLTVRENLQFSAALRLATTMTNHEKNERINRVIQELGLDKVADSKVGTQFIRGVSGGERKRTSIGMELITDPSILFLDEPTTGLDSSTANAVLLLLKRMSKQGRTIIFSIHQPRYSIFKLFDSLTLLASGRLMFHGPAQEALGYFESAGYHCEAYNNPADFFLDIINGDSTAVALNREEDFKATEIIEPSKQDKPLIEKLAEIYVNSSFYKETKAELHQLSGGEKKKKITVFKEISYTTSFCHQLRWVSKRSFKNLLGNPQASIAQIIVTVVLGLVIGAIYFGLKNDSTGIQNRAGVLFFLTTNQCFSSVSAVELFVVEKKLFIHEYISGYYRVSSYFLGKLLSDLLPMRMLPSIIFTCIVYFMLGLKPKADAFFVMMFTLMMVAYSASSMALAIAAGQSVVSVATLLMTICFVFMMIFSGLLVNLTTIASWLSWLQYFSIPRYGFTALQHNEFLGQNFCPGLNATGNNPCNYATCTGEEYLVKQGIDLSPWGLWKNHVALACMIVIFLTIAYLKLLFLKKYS
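material = IgMXP3 (ABCG2) plus far-red-tagged CCRF-Adr (ABCB1) cells | amount = 3 million cells/mL, equal mix of both lines | also added = JC-1 transporter substrate | dosing = one concentration, 6.6 µM final | schedule = 10 min at 25 °C | measured by = flow cytometric JC-1 green MFI at 530 nm | read-out basis = percent efflux inhibition, scaled nicardipine 100% to DMSO 0%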
GSH fluor: GSH bead compound fluorescence profile; 0.25% of 190,000 active; fluorescence (KMESF) at 10 µM; GSH beads flow cytometry, compound fluorescence 488/530 nm; stronger effect = higher value; in the data active = fluorescence above about 89;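 note: glutathione beads carrying GST-tagged Bcl family fusion proteins plus one bare bead set; values are compound well signal with DMSO vehicle wells as background; inactives centre near 16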
Active calls of the source: *.

For O=[N+]([O-])c1cnc2ccccc2c1 the results were ABCB1 inh 1.2, Pf gametocyte -3, Avidin fluor 1, Mcl-1 Bim block 2, Mcl1 Bid PPI -7, RGS4-Gao reg 92, RGS7-Gao reg 98, RGS8-Gao 81, Mcl1 Noxa PPI 22, ABCG2 block 13 and GSH fluor 9.
For O=C(Oc1ccc(OC(=O)N2CCOCC2)cc1)c1ccccc1 the results were ABCB1 inh 0.6, Pf gametocyte -12, Avidin fluor 8, Mcl-1 Bim block -2, Mcl1 Bid PPI -9, RGS4-Gao reg 92, RGS7-Gao reg 92, RGS8-Gao 94, Mcl1 Noxa PPI 2, ABCG2 block 2 and GSH fluor 21.
For CC(C)CN1CCN(Cc2cccc3cccnc23)CC1CCO (centres undefined) the results were ABCB1 inh 0.2, Pf gametocyte -22, Avidin fluor 11, Mcl-1 Bim block -4, Mcl1 Bid PPI -38, RGS4-Gao reg 100, RGS7-Gao reg 102, RGS8-Gao 103, Mcl1 Noxa PPI 9, ABCG2 block 2 and GSH fluor 14.
CC(C)C(=O)N1CCN(c2ccccc2NC(=O)COc2ccccc2)CC1 was read as ABCB1 inh 2.4, Pf gametocyte -10, Avidin fluor 9, Mcl-1 Bim block 2, Mcl1 Bid PPI -24, RGS4-Gao reg 104, RGS7-Gao reg 100, RGS8-Gao 99, Mcl1 Noxa PPI -5, ABCG2 block 7 and GSH fluor 26.
For Cc1ccc(S(=O)(=O)NCCC(=O)NCc2ccc3c(c2)OCO3)cc1C the results were ABCB1 inh 0.3, Avidin fluor 9, Mcl-1 Bim block -2, Mcl1 Bid PPI 1, RGS4-Gao reg 109, RGS7-Gao reg 105, RGS8-Gao 103, Mcl1 Noxa PPI 21, ABCG2 block 1 and GSH fluor 13.
`CCOC(=O)C(C(=O)OCC)N(C#N)c1nc(N(C)C)nc(N(C)C)n1` gave ABCB1 inh 7.7, Pf gametocyte 6, Avidin fluor 9, Mcl-1 Bim block 0, Mcl1 Bid PPI -35, RGS4-Gao reg 100, RGS7-Gao reg inconclusive, RGS8-Gao 99, Mcl1 Noxa PPI 8, ABCG2 block 0 and GSH fluor 11.
For Cc1cc(N2CCC(C(N)=O)CC2)nc(-c2ccccc2)n1 the results were ABCB1 inh 0.5, Pf gametocyte 18, Avidin fluor 13, Mcl-1 Bim block -2, Mcl1 Bid PPI -26, RGS4-Gao reg 102, RGS7-Gao reg 100, RGS8-Gao 103, Mcl1 Noxa PPI 0, ABCG2 block 2 and GSH fluor 20.
`Cc1ccc2nc(NC(=O)c3cccs3)sc2c1` gave ABCB1 inh -0.5, Avidin fluor 11, Mcl-1 Bim block -51, Mcl1 Bid PPI -8, RGS4-Gao reg 100, RGS7-Gao reg 99, RGS8-Gao 103, Mcl1 Noxa PPI 27, ABCG2 block 10 and GSH fluor 38.
Screening COc1ccc(C[C@@H]2CN3C(=NC[C@@H]3C)N2CCNC(=O)c2ccc(C)c(Br)c2)cc1 returned ABCB1 inh -0.1, Avidin fluor 6, Mcl-1 Bim block -1, Mcl1 Bid PPI -6, RGS4-Gao reg 97, RGS7-Gao reg 100, RGS8-Gao 99, Mcl1 Noxa PPI -18, ABCG2 block 0 and GSH fluor 21.
CCOC(=O)c1oc2ccc(S(=O)(=O)N3CCC(C)CC3)cc2c1C was read as ABCB1 inh 1.2, Avidin fluor 24, Mcl-1 Bim block -2, Mcl1 Bid PPI -11, RGS4-Gao reg 102, RGS7-Gao reg 98, RGS8-Gao 101, Mcl1 Noxa PPI -6, ABCG2 block 7 and GSH fluor 22.
Screening Cc1sc2ncnc(SCC(=O)Nc3nc(-c4ccc(F)c(F)c4)cs3)c2c1C returned ABCB1 inh -1.0, Pf gametocyte 5, Avidin fluor 10, Mcl-1 Bim block -4, Mcl1 Bid PPI -44, RGS4-Gao reg 101, RGS7-Gao reg 97, RGS8-Gao 102, Mcl1 Noxa PPI -10, ABCG2 block -6 and GSH fluor 13.
`COc1ccc(CNC(=O)c2cccs2)cc1` gave ABCB1 inh 0.2, Pf gametocyte 17, Avidin fluor 13, Mcl-1 Bim block -4, Mcl1 Bid PPI -34, RGS4-Gao reg 99, RGS7-Gao reg 97, RGS8-Gao 98, Mcl1 Noxa PPI 1, ABCG2 block 1 and GSH fluor 24.
`COCCNc1nc(-c2ccccc2)nc2ccccc12` gave ABCB1 inh 0.3, Pf gametocyte 6, Avidin fluor 10, Mcl-1 Bim block -3, Mcl1 Bid PPI -5, RGS4-Gao reg 101, RGS7-Gao reg 95, RGS8-Gao 100, Mcl1 Noxa PPI 0, ABCG2 block 3 and GSH fluor 11.
For O=C(Oc1coc(CSc2ncccn2)cc1=O)c1cccc([N+](=O)[O-])c1 the results were ABCB1 inh 0.5, Pf gametocyte -12, Avidin fluor 22, Mcl-1 Bim block 0, Mcl1 Bid PPI -54, RGS4-Gao reg 98, RGS7-Gao reg 103, RGS8-Gao 102, Mcl1 Noxa PPI 11, ABCG2 block 3 and GSH fluor 6.
For O=C(O)c1cccc(-c2ccc(/C=N/NC(=O)C3COc4ccccc4O3)o2)c1 (centres undefined) the results were ABCB1 inh -0.1, Pf gametocyte -1, Avidin fluor 6, Mcl-1 Bim block 3, Mcl1 Bid PPI -52, RGS4-Gao reg 95, RGS7-Gao reg 94, RGS8-Gao 87, Mcl1 Noxa PPI -2, ABCG2 block 0 and GSH fluor 22.
Screening CC1=NN(c2ccccc2)C(=O)/C1=C/N(C)C returned Pf gametocyte 6, Avidin fluor 6, Mcl1 Bid PPI -8, RGS4-Gao reg 102, RGS7-Gao reg inconclusive, RGS8-Gao 100 and Mcl1 Noxa PPI 8.
For O=C(CCl)NC1CCCc2ccccc21 (centres undefined) the results were ABCB1 inh 0.3, Avidin fluor 13, Mcl-1 Bim block 3, Mcl1 Bid PPI -17, RGS4-Gao reg 101, RGS7-Gao reg 101, RGS8-Gao 101, Mcl1 Noxa PPI -8, ABCG2 block 1 and GSH fluor 27.
`Cc1ccc(-c2nc3ccsc3c(=O)[nH]2)cc1` gave ABCB1 inh -0.4, Avidin fluor 11, Mcl-1 Bim block 1, Mcl1 Bid PPI -19, RGS4-Gao reg 98, RGS7-Gao reg 95, RGS8-Gao 101, Mcl1 Noxa PPI 9, ABCG2 block 1 and GSH fluor 16.
For COC(=O)c1c(NC(=O)c2ccco2)sc(C(=O)N(C)C)c1C the results were ABCB1 inh 1.7, Pf gametocyte -19, Avidin fluor 5, Mcl-1 Bim block -9, Mcl1 Bid PPI -5, RGS4-Gao reg 90, RGS7-Gao reg 94, RGS8-Gao 73, Mcl1 Noxa PPI 25, ABCG2 block 2 and GSH fluor 30.
CCOC(=O)C1CCN(C2CC(=O)N(c3cccc(Cl)c3)C2=O)CC1 (centres undefined) was read as ABCB1 inh -0.3, Avidin fluor 29, Mcl-1 Bim block 0, Mcl1 Bid PPI -5, RGS4-Gao reg 96, RGS7-Gao reg 101, RGS8-Gao 98, Mcl1 Noxa PPI -5, ABCG2 block -7 and GSH fluor 22.
Screening O=C(Nc1cccc(-c2csc(Nc3ccc(Cl)cc3)n2)c1)c1ccccc1 returned Avidin fluor 9, Mcl1 Bid PPI -88, RGS4-Gao reg 96, RGS7-Gao reg inconclusive, RGS8-Gao 97 and Mcl1 Noxa PPI 11.
`O=S(=O)(c1cccs1)N1CCCc2cccc(O)c21` gave ABCB1 inh 0.8, Avidin fluor 13, Mcl-1 Bim block -1, Mcl1 Bid PPI -63, RGS4-Gao reg 101, RGS7-Gao reg 103, RGS8-Gao 99, Mcl1 Noxa PPI 12, ABCG2 block 3 and GSH fluor 20.
`Cc1nnc(SCc2ccccc2)[nH]c1=O` gave ABCB1 inh 0.2, Pf gametocyte 10, Avidin fluor 11, Mcl-1 Bim block -3, Mcl1 Bid PPI -19, RGS4-Gao reg 102, RGS7-Gao reg 99, RGS8-Gao 103, Mcl1 Noxa PPI 2, ABCG2 block 1 and GSH fluor 14.
`COCCn1c(SCc2cccnc2)nnc1-c1ccco1` gave ABCB1 inh 0.2, Avidin fluor 8, Mcl-1 Bim block 3, Mcl1 Bid PPI -15, RGS4-Gao reg 97, RGS7-Gao reg 97, RGS8-Gao 104, Mcl1 Noxa PPI -14, ABCG2 block 1 and GSH fluor 4.

Quoted from above for reference:
Screening CC1=NN(c2ccccc2)C(=O)/C1=C/N(C)C returned Pf gametocyte 6, Avidin fluor 6, Mcl1 Bid PPI -8, RGS4-Gao reg 102, RGS7-Gao reg inconclusive, RGS8-Gao 100 and Mcl1 Noxa PPI 8.
For O=C(CCl)NC1CCCc2ccccc21 (centres undefined) the results were ABCB1 inh 0.3, Avidin fluor 13, Mcl-1 Bim block 3, Mcl1 Bid PPI -17, RGS4-Gao reg 101, RGS7-Gao reg 101, RGS8-Gao 101, Mcl1 Noxa PPI -8, ABCG2 block 1 and GSH fluor 27.
`Cc1ccc(-c2nc3ccsc3c(=O)[nH]2)cc1` gave ABCB1 inh -0.4, Avidin fluor 11, Mcl-1 Bim block 1, Mcl1 Bid PPI -19, RGS4-Gao reg 98, RGS7-Gao reg 95, RGS8-Gao 101, Mcl1 Noxa PPI 9, ABCG2 block 1 and GSH fluor 16.
For COC(=O)c1c(NC(=O)c2ccco2)sc(C(=O)N(C)C)c1C the results were ABCB1 inh 1.7, Pf gametocyte -19, Avidin fluor 5, Mcl-1 Bim block -9, Mcl1 Bid PPI -5, RGS4-Gao reg 90, RGS7-Gao reg 94, RGS8-Gao 73, Mcl1 Noxa PPI 25, ABCG2 block 2 and GSH fluor 30.
CCOC(=O)C1CCN(C2CC(=O)N(c3cccc(Cl)c3)C2=O)CC1 (centres undefined) was read as ABCB1 inh -0.3, Avidin fluor 29, Mcl-1 Bim block 0, Mcl1 Bid PPI -5, RGS4-Gao reg 96, RGS7-Gao reg 101, RGS8-Gao 98, Mcl1 Noxa PPI -5, ABCG2 block -7 and GSH fluor 22.
Screening O=C(Nc1cccc(-c2csc(Nc3ccc(Cl)cc3)n2)c1)c1ccccc1 returned Avidin fluor 9, Mcl1 Bid PPI -88, RGS4-Gao reg 96, RGS7-Gao reg inconclusive, RGS8-Gao 97 and Mcl1 Noxa PPI 11.

Assay outcomes (PubChem)
